CatB inh – human cathepsin B inhibition; purified cathepsin B, fluorogenic substrate, fluorescence; inhibition, %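 (tested at 10 µM)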; actives 0.1% (n = 63,000); AID 453; in the data active means inhibition above about 21%;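 further: 0% = enzyme with no compound and 100% = no enzyme blank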
CatB mix inh – human cathepsin B inhibition by mixtures. actives 0.06% (n = 62,000). Purified cathepsin B, AMC dipeptide fluorescence, compound mixtures. AID 488. P07858. inhibition, %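 (ten-compound pools at 5 µM per compound and 50 µM total)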; in the data active means inhibition above about 22%, passing the limit was not always enough; inconclusive means no clear call, values can overlap the other calls;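 further: 0% = enzyme without compound and 100% = no enzyme blank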
CatL inh – blocks human cathepsin L protease activity | actives 0.17% (n = 58,000) | purified cathepsin L, fluorogenic substrate, fluorescence | inhibition, %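 (tested at 10 µM)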 | P07711; in the data active means inhibition above about 45%;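 further: 0% = enzyme with no compound and 100% = no enzyme blank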
Target sequence (P07711 114-288 limits assumed): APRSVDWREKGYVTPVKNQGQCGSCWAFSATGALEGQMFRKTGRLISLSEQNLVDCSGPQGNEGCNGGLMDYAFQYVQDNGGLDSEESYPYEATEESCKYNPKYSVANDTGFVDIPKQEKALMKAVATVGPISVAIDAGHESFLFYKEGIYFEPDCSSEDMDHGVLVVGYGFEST
Target sequence (P07711 292-333 limits assumed): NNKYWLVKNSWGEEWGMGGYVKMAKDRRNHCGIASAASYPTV
FXIa mix inh – blocks human factor XIa in pooled compound mixtures | purified FXIa, fluorogenic substrate | inhibition, % at 5 µM | actives 0.19% (n = 62,000);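 further: each value is inhibition by a whole ten-compound pool holding the compound; 0% = enzyme with no mixture and 100% = wells lacking enzyme; strong numbers were not always called active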
C1s block – blocks human complement C1s protease activity; purified C1s, fluorogenic AMC substrate, pooled mixtures; mean inhibition % of two 10-compound mixtures (active compounds read high), % at 5 µM (by protocol); actives 0.16% (n = 62,000); P09871;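 active means inhibition above 20% in each of the two 10-compound mixture wells holding the compound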;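 further: 0% = enzyme wells lacking compound mixture and 100% = no-enzyme blank wells; some compounds called inactive have numbers as strong as hits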
CatS inh – human cathepsin S inhibition | AID 501 | actives 0.06% (n = 62,000) | inhibition, %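 (tested at 5 µM per compound within 10-compound mixtures)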 | recombinant cathepsin S, AMC dipeptide fluorescence, pooled mixtures; in the data active means inhibition above about 32%, passing the limit was not always enough; inconclusive means no clear call, values can overlap the other calls;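 further: 0% = enzyme without compound and 100% = blank without enzyme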
A340 absorber – absorbance at 340 nm. AID 708. 65,000 tested, under 10 active. compound absorbance at 340 nm, fold over control. fold change at 10 µM;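 active means at 10 µM dose, initial 340 nm absorbance at least 2 fold that of control wells; inactive means change under 2 fold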;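 further: initial absorbance extrapolated from kinetic A340 decline of NADH oxidation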
Cathepsin G inh – inhibitors of human cathepsin G; actives 0.2% (n = 62,000); purified enzyme, AMC-tetrapeptide fluorescence, pooled mixtures; inhibition, % at 5 µM (by protocol);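 active means inhibition above 20% in each of the two mixture wells holding the compound; inactive means inhibition of 20% or less in either well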;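 further: 0% = enzyme control without mixture and 100% = blank lacking enzyme; strong numbers were not always called active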
FXIIa mix inh – factor XIIa (human) inhibition, mixture screen; P00748; purified FXIIa, fluorogenic substrate, pooled mixtures; inhibition, % at 5 µM; actives 0.2% (n = 62,000);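 further: 0% = enzyme without compound and 100% = no enzyme blank; some results filed as inactive read as strong as hits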
Target sequence (P00748 20-372 limits assumed): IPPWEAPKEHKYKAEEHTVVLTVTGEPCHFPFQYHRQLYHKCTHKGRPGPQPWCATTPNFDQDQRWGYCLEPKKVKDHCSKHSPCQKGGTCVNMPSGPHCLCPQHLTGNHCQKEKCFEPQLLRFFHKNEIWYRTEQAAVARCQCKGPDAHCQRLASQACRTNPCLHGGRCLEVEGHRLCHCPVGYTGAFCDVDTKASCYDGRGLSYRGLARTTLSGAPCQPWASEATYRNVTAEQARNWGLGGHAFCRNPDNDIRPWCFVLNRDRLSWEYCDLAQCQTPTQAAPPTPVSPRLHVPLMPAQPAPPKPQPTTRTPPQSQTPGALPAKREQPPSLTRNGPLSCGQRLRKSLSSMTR
Target sequence (P00748 373-615 limits assumed): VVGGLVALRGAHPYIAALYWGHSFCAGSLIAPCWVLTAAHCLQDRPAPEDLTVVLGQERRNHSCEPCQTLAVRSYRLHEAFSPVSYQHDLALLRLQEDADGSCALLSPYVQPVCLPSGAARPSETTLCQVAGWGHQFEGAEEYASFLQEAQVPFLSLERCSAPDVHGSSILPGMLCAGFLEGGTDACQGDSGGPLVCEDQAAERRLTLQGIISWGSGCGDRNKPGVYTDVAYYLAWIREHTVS
Starred values were filed as active, the others as inactive; ? = inconclusive; nt = not tested or not shown. Unless noted, no stated cut-off is given here; in the data, active means inhibition above about 20% (passing the limit was not always enough); inactive means the rest. Some of the compounds tested (hit frequency here may not be typical).

SMILES	CatB inh	CatB mix inh	CatL inh	FXIa mix inh	C1s block	CatS inh	A340 absorber	Cathepsin G inh	FXIIa mix inh
CCOC(=O)C1=C(O)C(=O)N(c2ccc(S(N)(=O)=O)cc2)C1c1ccc(OC)cc1 (stereo not given)	1	-11	4	-3	-13	-10	1.1	4	3
CCOc1cccc(OCCCCn2ccnc2)c1	-1	-1	-3	8	4	1	1	14	5
Cc1ccc(C)c2[nH]c(=O)c(CN(CCN3CCCC3)C(=O)Nc3ccc(F)cc3)cc12	1	4	-15	10	12	-2	1.1	11	2
C=CCNC(=O)c1ccncc1	-1	0	6	-7	-8	8	0.95	13	1
O=C(CCn1[nH]c(=O)c2ccccc2c1=O)OC1CCCCC1	0	6	-2	21*	15	12	1.1	10	4
Cc1cccc(NC(=O)Nc2cccc(F)c2)n1	0	-3	nt	8	-18	-3	1	-4	3
CCOCCOC(=O)CCSc1n[nH]c(=O)[nH]c1=O	-2	2	-1	7	7	6	0.99	8	2
CC(=O)N1CCCc2cc(S(=O)(=O)NC(C(=O)NC(C)c3ccccc3)C(C)C)ccc21 (stereo not given)	1	-3	-1	-4	-19	2	0.99	-3	3
CNC(=O)C1=NCCCc2cc(OC)c(OC)cc21	2	2	-7	5	8	-11	1.1	9	5
Nc1nnc(Cc2ccc(Cl)cc2)s1	1	8	8	9	-1	17	0.98	8	-2
Cc1c(C(=O)NCCCN2CCOCC2)sc2nc(-c3ccccc3)cn12	0	2	nt	0	-38	3	1	9	3
N[C@@H](C(=O)N[C@@H]1C(=O)N2C(C(=O)O)=C(Cl)CS[C@H]12)c1ccccc1	-1	6	-7	7	14	-14	0.99	11	8
CN(c1cccc(NC(=O)Cc2ccccc2)c1)S(C)(=O)=O	6	-2	14	1	14	10	1	6	6
Fc1ccc2nc(N3CCCCC3)sc2c1	-1	3	-8	9	0	1	1	1	7
O=C(NCC1CCCO1)c1ccc(S(=O)(=O)N2CCCCC2)cc1 (stereo not given)	7	0	11	7	-38	13	1	1	13
COC(=O)C1=C(N)N(c2ccc(F)cc2)C2=C(C(=O)CCC2)C1c1ccc2c(c1)OCO2 (stereo not given)	3	5	-6	2	0	-2	1.1	5	5
C=CCOc1cccc(C2/C(=C(/O)c3ccc(F)cc3)C(=O)C(=O)N2CCN2CCOCC2)c1 (stereo not given)	3	1	-1	7	-6	7	1.1	2	18
Cc1ccc2c(c1)N(CC(=O)c1cccc(Cl)c1)C(=O)C(C)O2 (stereo not given)	6	2	0	5	-22	8	1	-9	1
O=C(Nc1nc2c(s1)C(=O)CCC2)c1ccccc1	1	3	nt	13	-12	0	1.1	0	8
CCn1c(=O)c(C)nn2c3ccccc3nc12	9	7	1	5	-10	13	1	-8	12
O=C(CCN1CCN(CCO)CC1)Nc1ccc(F)c(F)c1	3	2	nt	1	9	9	1.1	9	-14
O=C(O)C1C2C=CC3(CN(Cc4ccco4)C(=O)C13)O2 (stereo not given)	0	-1	8	-8	-32	37	1	5	4
CCN(CC)CCCNC(=O)c1cc2c(=O)n(C)c3ccccc3c2n1C	2	33	-2	3	8	?	1	10	2
COc1cc(NC(=O)c2cc3sccc3n2C)cc(OC)c1	3	-2	10	-4	-22	-2	1	5	-1
O=C1CCCN1c1ccc(S(=O)(=O)N2CCN(c3ccccn3)CC2)cc1	0	5	1	12	0	-1	1	10	1
Cc1cc(C)n2c(SCC(=O)Nc3ncc(C(F)(F)F)cc3Cl)nnc2n1	5	3	3	7	13	-3	1	10	3
COC(=O)C1=C(C)Nc2ncnn2C1c1ccccn1 (stereo not given)	-3	5	9	13	-29	9	1.1	-1	2
Cc1cccc(NC(=O)c2cc(NC(=O)c3ccco3)ccc2Cl)n1	3	3	12	1	-5	-1	0.98	-7	12
CC(C)n1c(-c2ccco2)csc1=Nc1cccnc1	1	5	4	8	-2	9	1	6	7
COCCSc1nnc(NC(=O)C2CCCO2)s1 (stereo not given)	-2	1	-10	6	6	-22	1.1	8	3
COc1ccc(NC(=O)c2cccc(NC(=O)c3ccco3)c2)c(OC)c1	nt	0	nt	0	-1	-5	1.1	-3	2
CC1CCCC(NC(=O)Cn2cc3c(n2)CCCCC3)C1C (stereo not given)	0	3	1	0	-8	-6	1	-2	9
CCCn1cc(S(=O)(=O)CC(=O)N2CCc3ccccc32)c2ccccc21	0	3	-7	5	-1	-7	1	8	5
COCCn1nnnc1C(c1cc2ccc(OC)cc2[nH]c1=O)N1CCc2ccccc2C1 (stereo not given)	5	0	5	7	-6	22	1	8	2
COc1ccc(C2=CC(c3ccc(OC)c(OC)c3)n3nnnc3N2)c(OC)c1 (stereo not given)	-3	3	-15	-3	-14	-2	1.1	1	-2
COc1ccc(OC)c(C2C(C#N)=C(N)Oc3cc(C)[nH]c(=O)c32)c1 (stereo not given)	3	0	-11	10	-2	1	0.99	9	-14
CCCC(=O)Nc1ccccc1N1CCN(C(=O)C(C)C)CC1	7	0	2	6	13	-8	1	7	5
O=C1COc2ccc(C(=O)c3ccccc3)cc2CN1	0	14	16	1	6	5	1	11	0
COc1ccc(-n2nnc3c(SCC(=O)N4CCCc5ccccc54)ncnc32)cc1	2	4	13	15	18	3	1	10	46
CCOC(=O)C1CCN(C(=O)c2cccnc2)CC1	1	5	-4	2	-4	-3	0.99	7	7
Cn1c(SCc2ccccc2)nnc1-c1ccncc1	-1	-1	nt	-8	-121	-7	0.99	-8	-1
C=CCn1c(COc2ccc(F)cc2)nnc1SCC(=O)NC(=O)NCc1ccco1	0	6	7	5	11	-5	1	15	4
COc1ccc(CCN2CC(C#N)=C3c4cc(OC)c(OC)cc4CCN3C2)cc1OC	2	0	-7	3	2	-3	1.1	-2	9
O=C(Nc1nnc(CC(=O)N2CCOCC2)s1)C1COc2ccccc2O1 (stereo not given)	-2	3	-5	5	45	-3	1	39	-13
Cc1occc1C(=O)NCCCc1ccccc1	6	1	-12	1	-11	-17	1.1	-11	3
c1ccc(CSc2nnc3c(n2)OC(c2ccco2)Nc2ccccc2-3)cc1 (stereo not given)	-2	-2	nt	4	-1	-4	1.1	-1	-14
CCC(C)N=C1SCC(C)(/C=N/O)S1 (stereo not given)	4	3	8	4	4	-11	1	10	-18
CCOC(=O)CCC(=O)Nc1ccccc1C(N)=O	0	0	5	5	5	-6	1	-4	6
O=C(NC1CCCCC1)c1ccc(Cn2cc(Br)cn2)o1	4	2	9	0	1	0	1	6	-18
N#Cc1ccc2ccn(CC(=O)NCc3ccccc3)c2c1	0	5	-6	0	-10	-6	1.1	6	7
CCn1c(SCC(=O)Nc2cc(C)on2)nc2sc(C)c(C)c2c1=O	1	-1	9	3	-1	7	1	1	-1
O=C(Oc1ccccc1)c1cccc2cccnc12	4	5	14	7	9	18	1	11	0
CNC(=O)CCC(=O)Nc1ccc(C(=O)OC)cc1	0	-1	-4	10	-13	-7	1.1	-4	-8
CCOC(=O)/C=C1\SCC(=O)N1CC(O)CN1C(=O)CS/C1=C\C(=O)OCC	1	-3	-3	-4	3	0	1	7	20
O=C(O)CC(c1ccccc1)c1ccccc1	4	0	-9	-3	1	11	1	0	3
COc1ccccc1CNC(=O)c1c(O)c2cc(OC)c(OC)cc2[nH]c1=O	1	6	1	3	10	5	1.1	12	3
CCOC(=O)c1ccc(CNC(=O)C(Cc2c[nH]c3ccccc23)NC(C)=O)o1 (stereo not given)	13	-2	12	0	-4	13	1	0	5
COc1ncnc2c1oc1nc(C(C)C)c3c(c12)CC(C)(C)OC3	0	-3	3	6	-6	0	1.1	-3	8
O=S(=O)(c1ccc(N2CCOCC2)cc1)N1CCOCC1	1	7	10	4	-8	6	1	-29	1
CN(C)S(=O)(=O)CC12CCC(CC1=O)C2(C)C (stereo not given)	7	5	nt	12	0	14	1.1	-1	-2

16 neighbouring compounds from above:
SMILES	CatB inh	CatB mix inh	CatL inh	FXIa mix inh	C1s block	CatS inh	A340 absorber	Cathepsin G inh	FXIIa mix inh
Cc1occc1C(=O)NCCCc1ccccc1	6	1	-12	1	-11	-17	1.1	-11	3
c1ccc(CSc2nnc3c(n2)OC(c2ccco2)Nc2ccccc2-3)cc1 (stereo not given)	-2	-2	nt	4	-1	-4	1.1	-1	-14
CCC(C)N=C1SCC(C)(/C=N/O)S1 (stereo not given)	4	3	8	4	4	-11	1	10	-18
CCOC(=O)CCC(=O)Nc1ccccc1C(N)=O	0	0	5	5	5	-6	1	-4	6
O=C(NC1CCCCC1)c1ccc(Cn2cc(Br)cn2)o1	4	2	9	0	1	0	1	6	-18
N#Cc1ccc2ccn(CC(=O)NCc3ccccc3)c2c1	0	5	-6	0	-10	-6	1.1	6	7
CCn1c(SCC(=O)Nc2cc(C)on2)nc2sc(C)c(C)c2c1=O	1	-1	9	3	-1	7	1	1	-1
O=C(Oc1ccccc1)c1cccc2cccnc12	4	5	14	7	9	18	1	11	0
CNC(=O)CCC(=O)Nc1ccc(C(=O)OC)cc1	0	-1	-4	10	-13	-7	1.1	-4	-8
CCOC(=O)/C=C1\SCC(=O)N1CC(O)CN1C(=O)CS/C1=C\C(=O)OCC	1	-3	-3	-4	3	0	1	7	20
O=C(O)CC(c1ccccc1)c1ccccc1	4	0	-9	-3	1	11	1	0	3
COc1ccccc1CNC(=O)c1c(O)c2cc(OC)c(OC)cc2[nH]c1=O	1	6	1	3	10	5	1.1	12	3
CCOC(=O)c1ccc(CNC(=O)C(Cc2c[nH]c3ccccc23)NC(C)=O)o1 (stereo not given)	13	-2	12	0	-4	13	1	0	5
COc1ncnc2c1oc1nc(C(C)C)c3c(c12)CC(C)(C)OC3	0	-3	3	6	-6	0	1.1	-3	8
O=S(=O)(c1ccc(N2CCOCC2)cc1)N1CCOCC1	1	7	10	4	-8	6	1	-29	1
CN(C)S(=O)(=O)CC12CCC(CC1=O)C2(C)C (stereo not given)	7	5	nt	12	0	14	1.1	-1	-2

(list continues)
SMILES	CatB inh	CatB mix inh	CatL inh	FXIa mix inh	C1s block	CatS inh	A340 absorber	Cathepsin G inh	FXIIa mix inh
COc1ccc([C@@H]2[C@H]3CN(C(C)=O)CC=C3C(C#N)=C(N)C2(C#N)C#N)c2ccccc12	2	6	-1	1	16	-4	1	11	-1
COc1ccccc1C1N(c2ccc(Cl)cc2)C(=O)C2CCCN21 (stereo not given)	-5	-5	10	-4	-33	-1	1.1	-7	-10
O=C1C2=C(SCCS2)C(=O)N1CCCO	2	-1	-3	-17	-63	-14	1	-11	3
CCOC(=O)N1CCC(NC(=O)CCc2c(C)nc3ncnn3c2C)CC1	8	0	-2	0	2	-10	0.98	8	10
O=C(NCCN1CCN(Cc2ccccc2)CC1)C1CC(=O)N(C2CCCC2)C1 (stereo not given)	3	5	nt	7	15	-7	1	13	-4
CC(=O)c1cc(-c2ccc(F)cc2)n(CCC(=O)Nc2cc(C)[nH]n2)c1C	-3	4	14	11	-9	-7	1	-5	3
O=C1NCCCc2c1oc1cc(Br)c(O)c(Br)c21	2	4	8	2	12	15	1	10	10

Entries listed so far that contain a COOH group, in the order listed:
SMILES	CatB inh	CatB mix inh	CatL inh	FXIa mix inh	C1s block	CatS inh	A340 absorber	Cathepsin G inh	FXIIa mix inh
N[C@@H](C(=O)N[C@@H]1C(=O)N2C(C(=O)O)=C(Cl)CS[C@H]12)c1ccccc1	-1	6	-7	7	14	-14	0.99	11	8
O=C(O)C1C2C=CC3(CN(Cc4ccco4)C(=O)C13)O2 (stereo not given)	0	-1	8	-8	-32	37	1	5	4
O=C(O)CC(c1ccccc1)c1ccccc1	4	0	-9	-3	1	11	1	0	3
